Mot1-301 SUMO: yeast Mot1-301 growth rescue at high temperature, primary screen, SUMOylation pathway inhibitor project, S. cerevisiae, ATP luminescence, 38.5C; S. cerevisiae Mot1-301 growth rescue; percent above DMSO median, 100 means doubled; growth rescue, % at 18.8 µM; actives 1% (n = 320,000); AID 2716, 2010;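 active = every valid replicate shows activation above 250% relative to neutral control wells; inactive = the rest, any valid replicate at or below 250%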;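 note: OY570 slx delta 5 strain wells were the positive control but not used for scaling; some compounds called inactive have numbers as strong as hits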
AddAB inh: growth inhibition of E. coli expressing H. pylori AddAB, primary screen, AddAB inhibitor project, absorbance. AID 435030, 2010. inhibition, % at 11.9 µM. actives 0.29% (n = 330,000); in the data active = inhibition above about 12%;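 note: 0% = vehicle wells of infected cells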
phage Ecoli inh: growth loss of phage-infected E. coli, primary screen, RecBCD inhibitor project, absorbance, with phage, HTS | inhibition, % at 11.9 µM | actives 0.26% (n = 360,000) | AID 651602, 2012; in the data active = inhibition above about 11%
PKA-R1A act: activators of PKA-R1A holoenzyme, primary screen, biochemical, fluorescence polarization, Cy5-IP20, bovine R1A, mouse PKAc | cAMP-dependent protein kinase type I-alpha regulatory subunit (Bos taurus) + … | PKA-R1A dissociation; scaled: DMSO 0%, 113 µM cGMP 100% | activation, % at 11.4 µM | actives 0.083% (n = 340,000);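 active = percent activation above the mean of all tested compounds plus 3 SD, cut at about 19% in these data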;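 note: higher means more PKAc released from R1A so a rise in polarization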
E coli growth: E. coli V3065 growth inhibition, primary screen, counter-screen for AddAB inhibitor project, absorbance, OD600; 18 h; inhibition, % at 11.9 µM; actives 0.27% (n = 330,000); AID 449728, 2010;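 active = inhibition above the campaign's mean inhibition across all tested compounds plus 3 SD, cut at about 9.9% in these data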;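 note: uninfected addAB+ strain grown without phage in ampicillin broth; 0% = DMSO wells and 100% = ciprofloxacin 0.95 µg/ml wells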
PKA-R2B activ: activators of PKA-R2B holoenzyme, primary screen, biochemical, fluorescence polarization, Cy5-IP20, human. activation, % at 11.4 µM. actives 0.079% (n = 340,000). cAMP-dependent protein kinase catalytic subunit beta (Homo sapiens) + cAMP-dependent …. PKA-R2B holoenzyme dissociation; R2B truncated from residue 108, S112A mutant; 0% DMSO only, 100% 113 µM cGMP;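 active = activation above a cutoff set at the mean over all compounds plus 3 SD, cut at about 18% in these data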;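 note: higher means more holoenzyme dissociation and a rise in polarization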
Target sequence (P31323 whole entry, looked up, other chains not shown, the tested form may be a part): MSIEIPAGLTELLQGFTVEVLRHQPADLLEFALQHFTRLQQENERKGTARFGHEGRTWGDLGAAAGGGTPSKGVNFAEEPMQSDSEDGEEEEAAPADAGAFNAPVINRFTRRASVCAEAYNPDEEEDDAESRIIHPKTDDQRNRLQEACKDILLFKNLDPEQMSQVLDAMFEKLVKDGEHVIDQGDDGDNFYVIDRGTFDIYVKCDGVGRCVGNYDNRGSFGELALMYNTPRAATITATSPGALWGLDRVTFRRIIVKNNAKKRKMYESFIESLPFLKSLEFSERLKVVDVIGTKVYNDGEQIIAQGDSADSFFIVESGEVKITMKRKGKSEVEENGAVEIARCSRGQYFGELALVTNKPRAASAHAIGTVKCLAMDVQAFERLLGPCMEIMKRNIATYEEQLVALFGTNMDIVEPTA
Tat export inh: E. coli Tat export inhibitors, primary screen, MC4100, TorA-mCherry reporter, fluorescence, single point; actives 0.036% (n = 340,000); inhibition, % at 10 µM;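 active = mean replicate inhibition at least 50% and at least half of replicates individually reaching 50%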;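 note: exported cargo escapes ClpAP degradation while cytoplasmic cargo is degraded and loses fluorescence; 0% = median of neutral control wells and 100% = median of NaSCN control wells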
PfHsp90 set2: growth inhibition of PfHsp90-expressing yeast, primary screen, antimalarial PfHsp90 inhibitor project, S. cerevisiae, BacTiter-Glo luminescence, single point, set 2; inhibition, % at 9.4 µM; actives 0.32% (n = 310,000); AID 504621, 2011; BacTiter-Glo ATP, 48 h; yeast lacking PDR1 and PDR3 efflux regulators;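 active = every replicate shows inhibition above about 80%, whatever the replicate mean, limit read from the data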;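 note: 0% = DMSO neutral controls and 100% = 20 µM radicicol positive controls; yeast relying on Plasmodium falciparum Hsp90 in place of its own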
OPRM1-OPRD1 inv: inverse agonists of MOR-DOR heterodimerization, primary screen, cell-based, luminescence; inhibition, % at 9.3 µM; cell-based MOR-DOR heterodimer luminescence, inverse agonism; actives 0.21% (n = 340,000); AID 504357, 2011; Mu-type opioid receptor (Homo sapiens) + Delta-type opioid receptor (Homo sapiens), …; in the data active = inhibition above about 22%, passing the limit was not always enough;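 note: 0% = cells with DMSO and 100% = wells without cells with DMSO; values of inactives mirror those of a sister screen read the other way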
HTR5A inv ag: HTR5A inverse agonists in luminescence cell assay, primary screen, counter-screen for OPRM1-OPRD1 heterodimer inverse agonist project, full-deck HTS | HTR5A cell line, inverse agonism | inhibition, % at 9.3 µM | actives 0.083% (n = 340,000) | AID 504634, 2011; in the data active = inhibition mostly above about 23%, no sharp cut-off; inactive = mostly below about 18%;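 note: 0% = cells with DMSO and 100% = no-cell wells with DMSO; some compounds called inactive have numbers as strong as hits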
Target sequence (P47898 whole entry, looked up): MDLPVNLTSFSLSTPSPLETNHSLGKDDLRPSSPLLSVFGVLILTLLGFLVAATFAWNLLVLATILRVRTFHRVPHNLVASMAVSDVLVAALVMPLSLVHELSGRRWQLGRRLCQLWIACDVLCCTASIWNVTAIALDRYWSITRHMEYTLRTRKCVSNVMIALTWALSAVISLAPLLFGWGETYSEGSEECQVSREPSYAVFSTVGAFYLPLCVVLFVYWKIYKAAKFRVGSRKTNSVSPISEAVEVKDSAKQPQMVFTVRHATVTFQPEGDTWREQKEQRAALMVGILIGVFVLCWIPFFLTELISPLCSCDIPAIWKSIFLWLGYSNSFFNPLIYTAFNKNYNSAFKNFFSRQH
OPRM1-OPRD1 ag: agonists of OPRM1-OPRD1 heterodimerization, primary screen, cell-based, luminescence; actives 0.3% (n = 340,000); cells; Mu-type opioid receptor (Homo sapiens) + Delta-type opioid receptor (Homo sapiens), …; activation, % at 9.3 µM; in the data active = activation above about 18%;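 note: 0% = vehicle-treated cells and 100% = reference agonist; values of inactives mirror those of a sister screen read the other way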
The depositor's hits bear a star; · = no result given; & = joins results of further samples. Random draw from the library; any-hit rate near 2.2%.

Screens in order – Mot1-301 SUMO, AddAB inh, phage Ecoli inh, PKA-R1A act, E coli growth, PKA-R2B activ, Tat export inh, PfHsp90 set2, OPRM1-OPRD1 inv, HTR5A inv ag, OPRM1-OPRD1 ag
1) CC(C)C[C@H](NC(=O)N1CC(=O)Nc2ccccc21)C(=O)N[C@@H](C(=O)O)c1ccccc1
 : 13, 3.6, -2.0, -1, -0.8, 0, -4, -4, 10, 1, -1.8
2) CC(=O)c1ccc(N2CCN(C(=O)c3ccco3)C(C)C2)c(F)c1 (stereo unspecified)
 : 10, 0.3, 0.5, 5, 2.1, -5, -2, -13, 10, -5, -2.0
3) Cc1ccc(CN(CC(=O)NC2CCCC2)C(=O)c2csnn2)cc1
 : 245, 0.6, -0.8, 4, 0.0, 1, 8, -16, -11, -21, 1.6
4) CC(C)(C)c1nc(CN2CCOCC2)ccc1O
 : -11, 1.9, 2.0, 5, 0.4, -6, 0, ·, 7, 1, -1.3
5) CCOCC(=O)NC1CCc2cc(OC)c(OC)c(OC)c2-c2ccc(SC)c(=O)cc21 (stereo unspecified)
 : ·, ·, 2.9, 1, ·, -2, 3, -18, 12, -27, -2.8
6) O=C(c1ccc(CSc2nc3ccncc3[nH]2)cc1)N1CCN(c2cccc(Cl)c2)CC1
 : 4, -1.4, 2.6, -3, -0.1, -6, 10, -26, -26, 3, 4.7
7) COc1ccc(CC(=O)N2CCC(c3ccccc3)C2)cc1 (stereo unspecified)
 : -15, 2.0, -1.2, 4, -0.8, -6, 0, 0, 12, 5, -2.3
8) Cc1ccc(NC(=O)C(=O)NCc2ccncc2)cc1
 : 70, 4.8, 2.6, -9, 1.3, 1, 0, 3, 3, 21, -0.6
9) CCOC(=O)c1c(C2COc3ccccc3O2)csc1N (stereo unspecified)
 : -23, -0.3, 1.8, -19, -1.7, -12, 4, 17, -10, -13, 1.9
10) COc1ccc(OC)c(N(CC(=O)Nc2ccc3c(c2)OCO3)S(=O)(=O)c2ccccc2)c1
 : -29, 0.9, 0.7, 2, -2.7, 7, -6, ·, 9, 10, -1.6
11) O=C(Nc1ccccc1)Nc1ccncc1
 : ·, 1.3, 2.6, -4, 0.6, 6, 4, 18, -1, 1, 0.2
12) C[C@H](NC(=O)Cc1cccc2ccccc12)C(=O)NCc1ccccc1
 : 11, -0.3, 2.1, -21, -1.8, -3, 4, 25, 14, 16, -2.6
13) CCc1ccc2oc(=O)cc(CN3CCC(C)CC3)c2c1
 : -14, 0.8, 1.4, 3, -2.5, 14, 3, -3, -47, -6, 7.5
14) COC(=O)Cn1c(=NC(=O)C(C)(C)C)sc2c(C)cc(C)cc21
 : 39, -2.6, 1.1, -5, -3.4, 1, -6, -10, -36, -9, 6.6
15) O=C(Nc1ccc(F)cc1)/C(Cl)=C/c1ccccc1
 : -2, 3.5, 5.3, 6, 3.5, -7, 4, 6, -20, 2, 4.0

The list continues:
Screens in order – Mot1-301 SUMO, AddAB inh, phage Ecoli inh, PKA-R1A act, E coli growth, PKA-R2B activ, Tat export inh, PfHsp90 set2, OPRM1-OPRD1 inv, HTR5A inv ag, OPRM1-OPRD1 ag
16) CCN(CC)CCn1c(=S)[nH]c2cc(C(=O)NCc3ccccc3Cl)ccc2c1=O
 : -5, 1.6, 0.3, -1, -2.0, -1, 5, -14, 17, -1, -3.2
17) CCOC(=O)c1ccc(N=Cc2nc(-c3ccccc3)oc2OC(C)=O)cc1
 : -23, -1.7, 2.1, 3, -0.9, 9, 1, -5, 6, -9, -1.0
18) CN(C)/C=N/c1nc2nccc(-c3ccccc3)n2n1
 : 93, 4.2, 4.2, 6, 1.9, -1, -10, -12, 2, -8, -0.3
19) C[C@H](CO)N1C[C@H](C)[C@@H](CN(C)S(=O)(=O)c2ccc(F)cc2)Oc2c(NC(=O)Cc3ccccc3)cccc2C1=O
 : 12, 2.4, 2.0, -5, -1.2, 2, -1, 13, 12, 5, -2.7
20) Cc1cccc(C)c1NC(=O)c1cc(S(=O)(=O)N2CCOCC2)cn1C
 : 4, 0.6, 1.4, -2, -2.3, 2, -3, 14, 2, 6, -0.4
21) CCOC(=O)N1CCN(C(=O)c2cnn3ccccc23)CC1
 : -15, 0.3, 2.7, -5, -0.2, 1, 0, -1, 2, -18, -0.4
22) CCSc1nnc(NC(=O)c2ccc(Br)s2)s1
 : 2, 3.8, 5.4, -4, 4.2, -12, 7, -3, 20, 1, -3.6
23) Cc1ccc(CSCC(=O)N/N=C/c2sccc2C)cc1
 : -16, 0.3, 2.3, -5, 1.4, -11, 5, 3, -478, 23, 89*
24) O=C(CSc1nncn1-c1ccccc1F)NC1CC1
 : 11, 0.1, 0.6, 4, 1.0, -4, 0, -35, 11, -13, -2.1
25) O=C(CNc1n[nH]c(=O)[nH]c1=O)N/N=C/c1cccnc1
 : -25, 5.1, 2.5, -9, -0.5, 7, 6, 0, 17, 16, -2.9
26) CCOC(=O)N1CCN(C(=O)c2cc3ccc(OC)cc3[nH]2)CC1
 : -7, 0.6, 0.2, -4, 0.9, 3, -2, -22, 13, -2, -3.0
27) CCOC(=O)C1CCN(C(=O)/C=C/c2cccs2)CC1
 : 4, 1.1, 3.4, -10, -2.5, 0, -2, -7, 11, -8, -2.0
28) CN(C(=O)c1cccc(NC(=O)Cc2ccc(NC(=O)C3CCN(C(=O)C4CCCC4)CC3)cc2)c1)C1CCCC1
 : ·, ·, 1.0, 13, ·, -3, -2, 14, 5, 0, -1.1
29) COc1ccc(Cc2nc(C)cc(Cl)n2)cc1[N+](=O)[O-]
 : 3, 4.1, 1.3, -7, 2.8, 14, 7, -11, 5, 6, -0.9
30) O=C(O)c1ccc(N2C(=O)CCCC2=O)cc1
 : -15, 2.4, -0.2, 1, -0.4, 5, 1, -7, 8, 5, -1.6

(listing goes on)
Screens in order – Mot1-301 SUMO, AddAB inh, phage Ecoli inh, PKA-R1A act, E coli growth, PKA-R2B activ, Tat export inh, PfHsp90 set2, OPRM1-OPRD1 inv, HTR5A inv ag, OPRM1-OPRD1 ag
31) Cc1occc1C(=O)NC(C)C(C)(C)C (stereo unspecified)
 : -5, 0.2, 2.6, -8, -2.7, -3, -1, ·, 1, -3, -0.2
32) CCN1CCC(O)(/C=C/c2ccc(C(C)C)cc2)C(C(=O)/C=C/c2ccc(C(C)C)cc2)C1 (stereo unspecified)
 : ·, ·, 2.6, -5, ·, -8, 41, 25, -16, -71, 3.2
33) O=C(COC(=O)c1ccccc1NCCO)NNC(=O)c1cccs1
 : -6, 2.4, 3.3, 4, -0.3, -9, 4, ·, 15, -4, -2.8
34) CCOC(=O)[C@H]1[C@H]2COc3ccccc3[C@@H]2N2C(=O)c3ccc(Cl)cc3NC(=O)[C@@]12C
 : 26, 1.9, 2.0, -5, -0.7, -14, -1, 15, -21, 12, 3.7
35) CC(OC(=O)c1cccc(S(=O)(=O)N(C)C)c1)C(=O)NCc1ccc2c(c1)OCO2 (stereo unspecified)
 : 9, -0.3, 2.2, -2, 0.5, -5, 4, -5, 6, 8, -1.0
36) CCN1CCN(Cc2ccc(NC(=O)c3ccc(C)c(NC(=O)N4CCNC4=O)c3)cc2C(F)(F)F)CC1
 : 3&-12, -1.8&-0.8, 1.4&5.4, -26&-8&0, -3.5&-1.9, -17&4&-1, 1&-9, 25&4, -6&-4, 6&1, 1.1&0.9
37) Cc1ccc(S(=O)(=O)CCSc2cccc(C(=O)O)c2)cc1
 : -12, 5.0, 2.0, 7, 2.9, 1, 3, 21, -2, -9, 0.3
38) CCOC(=O)N(NC(=O)C(O)(c1ccccc1)c1ccccc1)c1ccccc1
 : 0, 0.2, 3.0, -12, 1.1, 2, -7, -5, 21, 20, -4.7
39) CCOc1cccc2sc(NC(=O)CC)nc12
 : -4, 1.1, 6.5, -10, -2.2, -7, 3, 0, 12, -5, -2.0
40) COc1ccccc1N1CCN(C(=O)NCc2cccc(C(F)(F)F)c2)CC1
 : 26, 2.1, 0.3, -1, -1.5, -3, 7, -6, -3, 8, 0.4
41) COCCNC(=O)c1onc(CSc2cc(C)cc(C)c2)c1C(=O)O
 : -15, 4.2, 1.2, -5, -2.9, -1, -8, -7, 17, -12, -3.0
42) COc1cc(/C=N/NC(=O)c2ccc3c(c2)OCCO3)c(Br)c(Br)c1O
 : 30, 3.2, 0.8, -3, 0.5, -7, -2, -25, 11, 13, -2.3
43) CC(=O)Oc1ccc(N(C(C)=O)S(=O)(=O)c2ccc(C)cc2C)c2ccccc12
 : 6, ·, 2.9, -6, ·, -6, 6, -24, -18, -10, 3.7
44) COc1cccc(C=Nc2cc(C)cc(C)c2)c1O
 : 10, 1.2, 3.8, 9, -1.4, 0, -9, -9, -2, -3, 0.3
45) CCCN1Cc2cccc(C(=O)Nc3ccc(OC)c(OC)c3)c2C1=O
 : ·, ·, -2.5, 3, ·, -3, 1, -5, 9, 10, -1.8

Other structures:
Screens in order – Mot1-301 SUMO, AddAB inh, phage Ecoli inh, PKA-R1A act, E coli growth, PKA-R2B activ, Tat export inh, PfHsp90 set2, OPRM1-OPRD1 inv, HTR5A inv ag, OPRM1-OPRD1 ag
46) O=C1C2C3C=CC(C3)C2C(=O)N1c1ccc(-c2nc3ccccc3o2)cc1 (stereo unspecified)
 : 4, 1.8, 2.2, -10, 1.6, 1, 3, -3, 12, 6, -2.0
47) S=c1[nH]nc(-c2ccco2)n1/N=C/c1cccc(Cl)c1Cl
 : 55, 1.9, 3.3, 4, -1.8, -1, 0, -53, -2, -6, 0.5
48) CC(C)Cn1c(N)c(C(=O)CSc2nc3ccccc3n2C)c(=O)n(C)c1=O
 : 2, -1.6, 1.8, 5, -0.9, 7, -6, -4, 0, -1, 0.0
49) CCCCOCCCNC(=O)N[C@@H](CCSC)C(=O)OC
 : 25, -0.8, 0.2, -5, -0.4, 0, 3, -25, 12, -5, -2.1
50) O=C(CSc1nc2ccccc2s1)N1c2ccccc2Sc2ccc(Cl)cc21
 : 64, 2.3, 4.7, 2, -0.7, 6, -3, ·, -22, -46, 4.3
51) CSc1nccc(Oc2ccc(C#N)cc2)n1
 : 9, 0.0, 1.4, 5, -1.8, -5, 1, 7, 19, 10, -3.8
52) O=C(CN1CCN(Cc2ccccc2)CC1)Nc1ccc(N2CCOCC2)cc1
 : 13, 0.2, 6.2, -1, -2.0, 3, -6, 13, 11, 1, -1.8

Screens as filed in PubChem BioAssay.
